Compound activity as filed in PubChem.
PRC2 inh = inhibitors of human EZH2/PRC2 methyltransferase; actives 0.35% (n = 57,000); Q15910; inhibition, % at 12.5 µM; PRC2 H3K27 methylation, DELFIA TRF, 1 h;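 active = mean inhibition of replicates at least 50% and every single replicate also reaching 50%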;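 also: dimethyl H3K27 on biotinylated H3 21-44 peptide detected by antibody; plate controls were median neutral control wells for no effect and median positive control wells for full effect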
IDH1 R132H inh = IDH1 R132H (human) inhibition; IDH1 R132H reductase, diaphorase/resazurin fluorescence, 60 min; inhibition, % at 10 µM; actives 0.18% (n = 70,000); in the data active = inhibition above about 34%;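 also: 0% = DMSO and 100% = no enzyme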
Target sequence (O75874 whole entry R132H): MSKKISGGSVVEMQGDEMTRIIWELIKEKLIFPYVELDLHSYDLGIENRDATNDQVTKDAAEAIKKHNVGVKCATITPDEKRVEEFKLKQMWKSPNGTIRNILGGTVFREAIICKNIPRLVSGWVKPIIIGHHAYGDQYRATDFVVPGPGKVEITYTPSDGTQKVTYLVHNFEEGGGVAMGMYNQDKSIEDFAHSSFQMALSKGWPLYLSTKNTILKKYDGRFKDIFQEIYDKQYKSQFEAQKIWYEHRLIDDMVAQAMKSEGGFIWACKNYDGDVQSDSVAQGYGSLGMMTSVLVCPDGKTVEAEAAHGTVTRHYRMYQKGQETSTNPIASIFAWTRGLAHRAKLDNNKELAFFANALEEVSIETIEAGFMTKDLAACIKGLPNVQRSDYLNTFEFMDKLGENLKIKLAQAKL
The depositor's hits bear a star; x = not tested or not shown. Some of the compounds tested; rates above refer to the full screens.

SMILES	PRC2 inh	IDH1 R132H inh
CO[C@@H]1CN(C)C(=O)c2cc(NS(C)(=O)=O)ccc2OC[C@H](C)N(CC2CCOCC2)C[C@H]1C	6.9	0.0
C[C@H]1CN([C@@H](C)CO)S(=O)(=O)c2ccc(C#CC3(O)CCCC3)cc2O[C@@H]1CN(C)C(=O)Cc1cccnc1	x	1.6
C/C=C/c1cnc2c(c1)C(=O)N([C@H](C)CO)C[C@H](C)[C@H](CN(C)C(=O)c1cccnc1)O2	1.3	-3.0
C[C@@H]1CN([C@@H](C)CO)S(=O)(=O)c2ccc(C#CC3CCCCC3)cc2O[C@@H]1CN(C)C(=O)Cc1ccncc1	-53.1	x
C[C@@H](NC(=O)C[C@@H]1C[C@H]2c3cc(NS(=O)(=O)c4ccc(F)cc4)ccc3O[C@H]2[C@@H](CO)O1)c1ccccc1	3.0	0.0
C[C@H](CO)N1C[C@H](C)[C@H](CN(C)C(=O)c2ccc(F)cc2)Oc2cc(-c3cccc(C#N)c3)ccc2S1(=O)=O	-4.2	0.0
COc1ccc(NC(=O)N(C)C[C@H]2OCCCC[C@H](C)Oc3ccc(NS(=O)(=O)c4ccccc4)cc3C(=O)N([C@H](C)CO)C[C@@H]2C)cc1	x	2.4
C[C@@H]1CCCCO[C@@H](CN(C)Cc2ccc3c(c2)OCO3)[C@@H](C)CN([C@@H](C)CO)C(=O)c2cc(NS(=O)(=O)c3ccccc3)ccc2O1	x	1.0
CC(C(=O)O)c1cccc(C(=O)c2ccccc2)c1 (stereo not given)	x	-0.5
C[C@@H]1CN([C@@H](C)CO)C(=O)c2cc(NS(=O)(=O)c3ccc(Cl)cc3)ccc2O[C@@H]1CN(C)C(=O)Nc1ccccc1	17.1	x
COCC(=O)N1C[C@@H](C)[C@H](OC)CN(C)C(=O)c2cc(NC(=O)c3ccc(F)cc3)ccc2OC[C@H]1C	-4.1	-0.1
Cc1c(Br)c([N+](=O)[O-])nn1C(C)C(=O)NCc1ccco1 (stereo not given)	-14.5	0.2
CN(CC(=O)Nc1ccccc1[N+](=O)[O-])S(=O)(=O)c1ccc(Br)cc1	-1.4	-0.2
C[C@H](CO)N1C[C@H](C)[C@H](CN(C)C(=O)C2CCOCC2)Oc2cc(C#Cc3ccncc3)ccc2S1(=O)=O	-8.0	x
C[C@H]1CN([C@@H](C)CO)S(=O)(=O)c2ccc(C#Cc3ccccc3F)cc2O[C@@H]1CN(C)CC1CCOCC1	24.1	0.3
O=C(C[C@@H]1CC[C@@H](NC(=O)CCN2CCCCC2)[C@@H](CO)O1)NCc1ccc(Cl)c(Cl)c1	-2.8	0.3
COc1ccc(S(=O)(=O)N[C@@H]2CC[C@@H](CCn3cc(C(C)C)nn3)O[C@@H]2CO)cc1	-7.7	-0.2
COc1ccc(-c2cnc3c(c2)C(=O)N([C@@H](C)CO)C[C@@H](C)[C@H](CN(C)C(=O)C2CCC2)O3)cc1	-6.6	x
CC(=O)c1cccc(NC(=O)Cn2cnc3c2c(=O)n(C)c(=O)n3C)c1	-11.2	0.2
C[C@@H]1CN([C@@H](C)CO)C(=O)c2cc(NC(=O)NC3CCCCC3)ccc2O[C@H]1CN(C)Cc1ccncc1	1.9	5.3
COc1ccc(S(=O)(=O)Nc2ccc3c(c2)C(=O)N([C@H](C)CO)C[C@H](C)[C@H](CN(C)S(C)(=O)=O)OCCCC[C@@H](C)O3)cc1	x	-0.4
Cn1c(-c2cc(Br)cs2)nc(=O)c2cc(Cl)ccc21	5.8	0.4
CC(C)NC(=O)N[C@H]1C=C[C@H](CC(=O)N2CCCCC2)O[C@H]1CO	5.7	0.1
COc1ccc(S(=O)(=O)Nc2ccc3c(c2)C(=O)N([C@@H](C)CO)C[C@@H](C)[C@H](CN(C)Cc2ccc(Cl)c(Cl)c2)O3)cc1	x	-0.3
CO[C@H]1CN(C)C(=O)c2cc(NC(C)=O)ccc2OC[C@@H](C)N(Cc2ccccn2)C[C@H]1C	1.1	0.2
O=C(N[C@H]1C=C[C@H](CC(=O)N2CCC(Cc3ccccc3)CC2)O[C@@H]1CO)c1cnccn1	5.6	-0.2
Cc1noc(C)c1NC(=O)Nc1cccc2c1O[C@H](CN(C)C(=O)Nc1ccc(F)cc1)[C@H](C)CN([C@@H](C)CO)C2=O	x	0.9
O=C(Cc1cccnc1)N[C@@H]1CC[C@@H](CCn2cc(Cc3ccccc3)nn2)O[C@@H]1CO	0.7	0.0
CC(=O)N[C@@H]1CC[C@H](CC(=O)NCC2CCCCC2)O[C@H]1CO	8.3	0.1
C[C@@H]1CN([C@@H](C)CO)C(=O)c2cc(NC(=O)Nc3cccc4ccccc34)ccc2O[C@@H](C)CCCCO[C@H]1CN(C)Cc1ccc(Cl)c(Cl)c1	x	-0.4
C[C@H]1CN([C@@H](C)CO)C(=O)c2cc(NC(=O)Cn3cnnn3)ccc2O[C@@H]1CN(C)Cc1ccc(C(=O)O)cc1	x	0.4
C[C@H](CO)N1C[C@H](C)[C@H](CN(C)C(=O)Nc2cc(F)ccc2F)Oc2ncc(C#CCN(C)C)cc2C1=O	x	0.0
CO[C@@H]1CN(C)C(=O)c2ccc(NC(C)=O)cc2OC[C@@H](C)N(S(=O)(=O)c2cn(C)cn2)C[C@@H]1C	6.3	-0.6
Cc1noc(C)c1NC(=O)Nc1cccc2c1O[C@H](CN(C)S(=O)(=O)c1cn(C)cn1)[C@H](C)CN([C@H](C)CO)C2=O	x	-0.4
COc1ccc(C(C)C)cc1S(=O)(=O)n1cnc2cc(C)c(C)cc21	-1.6	0.1
C[C@@H]1CN([C@H](C)CO)C(=O)CCCn2nncc2CO[C@H]1CN(C)C(=O)Nc1ccc(-c2cccs2)cc1	x	1.2
C[C@H](CO)N1C[C@H](C)[C@H](CN(C)Cc2cccc(C(=O)O)c2)Oc2ncc(-c3ccccc3F)cc2C1=O	-13.9	-0.5
C[C@@H]1CCCCO[C@@H](CN(C)C(=O)NC2CCCCC2)[C@H](C)CN([C@H](C)CO)C(=O)c2cc(NC(=O)Cc3ccccc3)ccc2O1	x	1.0
COc1cccc(C(=O)Nc2ccc3c(c2)OC[C@@H](C)N(CC2CC2)C[C@H](C)[C@@H](OC)CN(C)C3=O)c1	-0.1	-0.1
C[C@H]1CN([C@@H](C)CO)C(=O)Cc2cc(NC(=O)Cc3cn(C)c4ccccc34)ccc2O[C@H]1CN(C)S(C)(=O)=O	-2.5	-1.0
COc1ccc(OC)c(NC(=O)C(C)N2c3cccc4cccc(c34)S2(=O)=O)c1 (stereo not given)	16.8	2.5
Cn1cccc1CNCCCN1CCOCC1	1.4	0.1
C[C@H](CO)N1C[C@H](C)[C@@H](CN(C)C)OCCCC[C@H](C)Oc2ccc(NC(=O)Nc3ccc(C(F)(F)F)cc3)cc2C1=O	-18.5	1.5
O=C(CSc1nnc(-c2cccnc2)n1-c1ccccc1)Nc1cc(C(F)(F)F)ccc1Cl	-22.0	0.3
C[C@@H]1CN([C@@H](C)CO)C(=O)c2cc(NS(C)(=O)=O)ccc2O[C@H]1CN(C)CC1CC1	6.7	0.7

Reprinted from the part before: 6 entries, then new ones.
SMILES	PRC2 inh	IDH1 R132H inh
C[C@H]1CN([C@@H](C)CO)C(=O)Cc2cc(NC(=O)Cc3cn(C)c4ccccc34)ccc2O[C@H]1CN(C)S(C)(=O)=O	-2.5	-1.0
COc1ccc(OC)c(NC(=O)C(C)N2c3cccc4cccc(c34)S2(=O)=O)c1 (stereo not given)	16.8	2.5
Cn1cccc1CNCCCN1CCOCC1	1.4	0.1
C[C@H](CO)N1C[C@H](C)[C@@H](CN(C)C)OCCCC[C@H](C)Oc2ccc(NC(=O)Nc3ccc(C(F)(F)F)cc3)cc2C1=O	-18.5	1.5
O=C(CSc1nnc(-c2cccnc2)n1-c1ccccc1)Nc1cc(C(F)(F)F)ccc1Cl	-22.0	0.3
C[C@@H]1CN([C@@H](C)CO)C(=O)c2cc(NS(C)(=O)=O)ccc2O[C@H]1CN(C)CC1CC1	6.7	0.7
CO[C@@H](CN(C)Cc1cc(F)ccc1F)[C@@H](C)CN([C@H](C)CO)S(=O)(=O)c1ccc(F)cc1	16.1	-0.1
CO[C@H]1CN(C)C(=O)c2ccc(NS(=O)(=O)c3ccc(Oc4ccccc4)cc3)cc2OC[C@@H](C)NC[C@@H]1C	-2.3	0.2
C[C@@H]1CN([C@H](C)CO)C(=O)c2cc(-c3ccc(F)cc3)cnc2O[C@@H]1CN(C)Cc1cccnc1	-5.1	3.8
O=C(C[C@H]1CC[C@@H](NS(=O)(=O)c2ccccc2)[C@H](CO)O1)NCCN1CCCCC1	1.8	0.0
COc1ccc(S(=O)(=O)N(C)C[C@H]2Oc3ncc(-c4ccncc4)cc3C(=O)N([C@@H](C)CO)C[C@H]2C)cc1	-17.1	x
COc1ccc(-n2c(C)nnc2SCC(=O)Nc2ccc(F)c(Cl)c2)cc1	13.8	-0.3
CO[C@H]1CN(C)C(=O)c2ccc(NC(C)=O)cc2OC[C@H](C)N(C(=O)c2ccc(F)cc2)C[C@H]1C	-1.5	0.0
O=S(=O)(N[C@@H]1CC[C@@H](CCn2cc(Cc3ccccc3)nn2)O[C@H]1CO)c1ccccc1F	10.4	-0.1
C[C@H]1CN([C@@H](C)CO)C(=O)c2ccccc2-c2ccccc2CO[C@@H]1CN(C)C(=O)CCN(C)C	2.5	-0.5
C[C@@H]1CCCCO[C@@H](CN(C)C)[C@H](C)CN([C@@H](C)CO)C(=O)c2cc(NS(C)(=O)=O)ccc2O1	6.3	0.7
CCCC#Cc1cnc2c(c1)C(=O)N([C@@H](C)CO)C[C@H](C)[C@H](CN(C)C(=O)Nc1ccccc1F)O2	-18.1	1.7
CN(CCC#N)S(=O)(=O)c1cccc2nsnc12	-11.7	1.0
O=C(NCC[C@@H]1CC[C@@H](NC(=O)C2CCCC2)[C@@H](CO)O1)c1cc(Cl)cc(Cl)c1	-8.8	-0.1
Cc1noc(C)c1NC(=O)Nc1cccc2c1O[C@H](CN(C)CC1CC1)[C@@H](C)CN([C@H](C)CO)C2=O	x	0.9
C[C@H]1CN([C@@H](C)CO)C(=O)c2cc(C3=CCCCC3)cnc2O[C@@H]1CN(C)Cc1cccnc1	x	-0.4
Cc1ccc(S(=O)(=O)NC(C)C(=O)Nc2ccc(F)c(Cl)c2)cc1 (stereo not given)	-13.4	-0.5
C[C@H]1CN([C@@H](C)CO)C(=O)c2cc(-c3ccccc3)cnc2O[C@@H]1CN(C)Cc1ccc(C(=O)O)cc1	2.5	-2.2
O=C(NC(NC(=S)Nc1ccc(F)c([N+](=O)[O-])c1)C(Cl)(Cl)Cl)C(c1ccccc1)c1ccccc1 (stereo not given)	x	-0.3
COc1cc(NC(=O)COc2cc(C)c(Cl)c(C)c2)c(C(=O)O)cc1OC	16.6	0.0
C[C@H]1CN([C@@H](C)CO)C(=O)c2cc(-c3cccnc3)cnc2O[C@@H]1CN(C)Cc1ccccc1	5.6	0.2
C[C@@H]1CN([C@H](C)CO)C(=O)Cc2cc(NC(=O)C3CCCCC3)ccc2O[C@@H]1CN(C)C(=O)Nc1ccc(F)cc1	15.5	-1.1
CC1(C)CC[C@]2(C(=O)O)CC[C@]3(C)C(=CCC4[C@@]5(C)CC[C@H](O[C@@H]6OC[C@H](O)[C@H](O)[C@H]6O)[C@@](C)(CO)C5CC[C@]43C)C2C1 (stereo not given in full)	-12.0	0.0
C[C@H](CO)N1C[C@H](C)[C@H](CN(C)S(=O)(=O)c2cn(C)cn2)Oc2c(NC(=O)Nc3ccc(C(F)(F)F)cc3)cccc2C1=O	x	1.4
C[C@H](CO)N1C[C@H](C)[C@H](CN(C)S(=O)(=O)c2ccccc2)Oc2ccc(NS(=O)(=O)c3ccc(Cl)cc3)cc2C1=O	x	1.3
Cc1noc(C)c1NC(=O)Nc1ccc2c(c1)CC(=O)N([C@@H](C)CO)C[C@@H](C)[C@H](CN(C)C(=O)Nc1ccc(F)cc1)O2	x	-0.4
C[C@H]1CN([C@@H](C)CO)S(=O)(=O)c2ccc(C#Cc3ccccc3F)cc2O[C@@H]1CN(C)C(=O)c1ccc2c(c1)OCO2	3.1	x
COc1ccc(C(=O)Nc2ccc3c(c2)C(=O)N(C)C[C@H](OC)[C@@H](C)CN(C(C)=O)[C@H](C)CO3)cc1	4.9	0.2
C[C@H]1CCCCO[C@@H](CN(C)CC2CCCCC2)[C@@H](C)CN([C@@H](C)CO)C(=O)c2cc(NC(=O)c3ccncc3)ccc2O1	x	4.0
O=C(C[C@@H]1C[C@H]2c3cc(NS(=O)(=O)c4ccccc4)ccc3O[C@H]2[C@@H](CO)O1)NCC1CC1	-14.0	-0.3
Cc1noc(C)c1S(=O)(=O)N(C)C[C@H]1Oc2c(NC(=O)C3CC3)cccc2C(=O)N([C@@H](C)CO)C[C@H]1C	x	2.4
C[C@H]1CN([C@@H](C)CO)C(=O)Cc2cc(NC(=O)CCCCCC(=O)Nc3ccccc3N)ccc2O[C@H]1CN(C)CC1CCCCC1	-18.8	6.1
CCC(=O)N(C)C[C@H]1Oc2cc(C#C[C@@H](C)O)ccc2S(=O)(=O)N([C@@H](C)CO)C[C@@H]1C	x	-0.8
C[C@@H]1CN([C@@H](C)CO)C(=O)Cc2cc(NS(=O)(=O)c3cccs3)ccc2O[C@H]1CN(C)Cc1ccc(Oc2ccccc2)cc1	x	0.2
C[C@@H]1CN([C@H](C)CO)C(=O)c2cc(NC(=O)c3ccncc3)ccc2O[C@@H]1CN(C)C(=O)Nc1cccc2ccccc12	-0.7	1.2
